Assay outcomes: PubChem, The Scripps Research Institute Molecular Screening Center
GPR151 ag – activators of human GPR151, primary screen, cell-based, PathHunter beta-arrestin, luminescence | G-protein coupled receptor 151 (Homo sapiens), Q8TDV0 | PathHunter beta-arrestin GPR151 cells | activation, % at 11.2 µM | 650,000 tested, 1% active | AID 1508602, 2020; in the data active = activation above about 4.9%;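 note: 0% = median of compound wells and 100% = cells with positive control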
Target sequence (Q8TDV0 whole entry, looked up): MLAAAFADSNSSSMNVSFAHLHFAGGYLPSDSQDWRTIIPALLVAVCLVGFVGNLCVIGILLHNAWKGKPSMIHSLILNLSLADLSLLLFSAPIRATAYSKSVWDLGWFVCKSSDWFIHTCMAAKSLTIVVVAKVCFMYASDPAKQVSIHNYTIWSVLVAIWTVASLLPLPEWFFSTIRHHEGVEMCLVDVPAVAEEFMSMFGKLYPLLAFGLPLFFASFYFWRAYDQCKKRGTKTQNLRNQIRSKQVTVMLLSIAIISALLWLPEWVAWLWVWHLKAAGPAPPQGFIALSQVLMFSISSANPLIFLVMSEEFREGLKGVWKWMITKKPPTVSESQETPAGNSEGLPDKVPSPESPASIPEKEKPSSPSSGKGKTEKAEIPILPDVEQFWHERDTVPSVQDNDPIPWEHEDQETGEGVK
MITF inh – MITF inhibitors, primary screen, biochemical, AlphaScreen, human. Microphthalmia-associated transcription factor (Homo sapiens), O75030. AlphaScreen MITF homodimerization, bead proximity signal. inhibition, % at 2.6 µM. 650,000 tested, 0.91% active. AID 1259374, 2018; in the data active = inhibition above about 50%;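 note: 0% = vehicle wells with protein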
TEAD-YAP block – TEAD-YAP interaction inhibition, primary screen, TEAD-YAP interaction inhibitor project, luminescence, HEK-TIYL cells. TEAD-Gal4/YAP UAS-luciferase luminescence. inhibition, % at 9.12 µM. 640,000 tested, 1.4% active; in the data active = inhibition above about 32%;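 note: 0% = median of test compound wells and 100% = reference inhibitor wells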
FBW7 activator – FBW7 E3 ligase activators, primary screen, biochemical, AlphaScreen, human; F-box/WD repeat-containing protein 7 (Homo sapiens), Q969H0; AlphaScreen FBW7–phospho-cyclin E peptide binding, activator screen; normalized activity (activation), % at 26.1 µM; 650,000 tested, 0.13% active; in the data active = normalized activity above about 1.9%;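 note: purified mutant Fbw7 with reduced substrate affinity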
Target sequence (Q969H0 whole entry, looked up): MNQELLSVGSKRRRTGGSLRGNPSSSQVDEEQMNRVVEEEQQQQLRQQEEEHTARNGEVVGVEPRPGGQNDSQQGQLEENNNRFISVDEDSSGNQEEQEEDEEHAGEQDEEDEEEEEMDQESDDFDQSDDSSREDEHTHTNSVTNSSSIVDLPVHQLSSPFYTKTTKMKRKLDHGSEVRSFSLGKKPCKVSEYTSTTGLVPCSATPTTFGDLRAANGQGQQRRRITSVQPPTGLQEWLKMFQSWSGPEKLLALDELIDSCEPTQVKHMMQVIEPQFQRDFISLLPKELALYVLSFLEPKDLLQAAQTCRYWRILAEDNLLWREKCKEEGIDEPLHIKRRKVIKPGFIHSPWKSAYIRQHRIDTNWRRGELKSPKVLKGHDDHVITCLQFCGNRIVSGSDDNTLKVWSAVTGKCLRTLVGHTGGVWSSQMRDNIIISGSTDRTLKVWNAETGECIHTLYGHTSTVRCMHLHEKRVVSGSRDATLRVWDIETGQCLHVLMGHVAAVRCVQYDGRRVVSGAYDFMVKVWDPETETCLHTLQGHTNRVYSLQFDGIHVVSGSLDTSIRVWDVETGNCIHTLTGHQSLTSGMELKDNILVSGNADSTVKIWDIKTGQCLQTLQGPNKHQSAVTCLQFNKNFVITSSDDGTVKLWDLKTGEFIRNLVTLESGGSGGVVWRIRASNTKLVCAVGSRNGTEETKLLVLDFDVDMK
Starred values were filed as active, the others as inactive.

SMILES	GPR151 ag	MITF inh	TEAD-YAP block	FBW7 activator
N#CCSc1nc2ccccc2c(=O)n1NC(=O)COc1ccc(Cl)cc1Cl	-0.2	1	-7	0.1
Cc1cc(C)nc(NC(=O)COc2ccc(Cl)cc2Cl)c1	0.1	16	-21	0.0
COc1ccccc1C1CC(c2ccc(C)cc2)=NN1C(=O)CCCC(=O)O (configuration not stated)	-1.6	5	13	0.0
O=C(NCc1c(F)cccc1F)c1cn2ccsc2n1	0.0	16	-11	1.3
Cn1nc(-c2ccc(F)cc2)cc1C(=O)NCCCC(=O)Nc1cccc2cccnc12	-2.2	5	-1	-0.1
COc1ccc(OC)c(N(C(=O)c2ccco2)C(C(=O)NC2CCCC2)c2cccnc2)c1 (configuration not stated)	1.4	7	-9	0.1
CCN1CCN(c2cc(C)c3cc(NC(=O)Cc4ccc(OC)c(OC)c4)ccc3n2)CC1	0.7	14	8	0.4
COc1ccc(O)c(/C=N/NC(=O)c2sc3ccccc3c2O)c1	-1.4	15	-14	-0.4
O=C(O)CCCCCN1C(=O)C2C3C=CC(C3)C2C1=O (configuration not stated)	-0.8	6	2	0.4
CCN(CC)S(=O)(=O)c1cc(C(=O)Nc2cccc(C(=O)O)c2)c(Cl)cc1Cl	1.0	6	-42	1.3
Cc1ccc2nc(CSc3nnc(-c4ccccc4)n3N)cc(=O)n2c1	0.1	-9	-5	-0.1
COc1ccc(NC(=O)C(c2ccc(C)cc2)N(C)C(=O)CCc2cc(C(C)(C)C)c(O)c(C(C)(C)C)c2)cc1 (configuration not stated)	-0.7	2	5	0.0
Cc1cccc(N2NC(=O)/C(=C/c3ccc(-c4ccc(C(=O)O)cc4)o3)C2=O)c1	-1.6	12	1	0.0
CCOP(=O)(OCC)C(NC(=O)c1cc([N+](=O)[O-])cc([N+](=O)[O-])c1)C(F)(F)F (configuration not stated)	-0.1	4	10	0.0
Cc1cc(Cl)nc(Cl)c1C(=O)NCc1ccc(Cl)cc1	1.0	2	-4	-0.1
COc1ccc(S(=O)(=O)N(CC(=O)NCC2CCCO2)Cc2ccccc2)cc1 (configuration not stated)	0.8	0	14	0.1
COc1ccc(CN2CCc3nnc(CNC(C)=O)n3CC2)cc1	0.5	-15	-1	0.0
CC1(c2ccccc2)CC(C)(C)N(C(=O)Nc2ccccc2)c2ccccc21 (configuration not stated)	-0.1	10	-9	-0.1
CCN(CC)S(=O)(=O)c1cc(C(=O)N2CCN(C(=O)c3ccc(C)c(S(=O)(=O)N(CC)CC)c3)CC2)ccc1C	-1.4	10	13	0.1
CC(=O)Nc1ccc(N2CCOCC2)c([N+](=O)[O-])c1	-1.8	-19	-4	-0.2
COc1cc(/C=C2\C(=O)N(c3ccccc3)N=C2C)ccc1OCc1ccccc1	1.2	-9	-14	-0.8
N#Cc1ccc(Cl)cc1NC(=O)COC(=O)CCC(=O)c1ccc(Cl)cc1	0.2	-3	24	-0.1
CCCNC(=O)Cn1cnc2sc(C(=O)Nc3cc(C)ccc3OC)c(C)c2c1=O	-1.7	-2	1	0.0
Nc1nc(COc2ccc(F)cc2)nc(N2CCCCC2)n1	0.9	8	3	0.2
CCCCOc1ccc(C2=N/C(=C\c3c(OC)ccc4ccccc34)C(=O)O2)cc1	0.9	-4	0	-0.1
CC(C)CN1CCc2nnc(C(C)NC(=O)c3cccnc3)n2CC1 (configuration not stated)	0.3	-4	-7	-0.1
CSc1ncccc1C(=O)NCCn1nc(C)cc1C	0.8	5	6	0.0
COC(=O)C1=C(C)NC2=C(C(=O)CCC2)C1c1cccc(OC)c1OC (configuration not stated)	-0.2	-8	16	0.2
O=C(CCC(=O)Nc1ccc(Cl)cc1)N/N=C\c1ccc(O)cc1O	-0.9	-26	11	-0.1
Cc1cc(C(=O)COC(=O)c2n[nH]c3ccccc23)c(C)n1Cc1ccc2c(c1)OCO2	-0.4	17	32	0.1
Cc1ccc(Cl)cc1N1CCN(C(=O)Cn2ncc3ccsc3c2=O)CC1	0.8	-13	12	-0.1
Cc1cc(C)c(Cc2c(C)nc3c(C(=O)NCc4ccco4)cnn3c2C)c(C)c1	-0.5	-14	2	-0.1
CCOc1ccc(/C=C(\C#N)C(=O)NCCc2nc3ccccc3[nH]2)cc1	-1.1	10	3	0.7
CSc1nc(C(=O)NCCN2Cc3ccccc3OC(c3ccsc3)C2)cs1 (configuration not stated)	-0.6	-7	-3	-0.1
Cc1ccc(C(=O)NCC2Cc3cc(Cl)cc(-c4ncccn4)c3O2)s1 (configuration not stated)	-0.3	-9	4	-0.1
O=C(Nc1ccc(S(=O)(=O)N2CCCCCC2)cc1)c1ccccc1	-0.3	-2	-2	-0.1
Cc1ccc(O)c(NC(=O)c2nn3c(C(F)(F)F)cc(-c4cccs4)nc3c2Cl)c1	-1.9	-21	3	0.3
COC(=O)C1=CN(CC2CCCO2)C=C(C(=O)OC)C1c1ccc(C)cc1 (configuration not stated)	0.3	-17	-16	0.3
COc1ccc(-c2nc3ccccc3o2)cc1NC(=O)CC(C)C	-0.4	-18	4	0.1
COc1ccc(/C=C2/c3ccc(C)cc3-c3nc4ccccc4cc32)cc1OC	0.3	10	-16	-0.3

Reprinted from the part before: three entries, followed by the next part.
SMILES	GPR151 ag	MITF inh	TEAD-YAP block	FBW7 activator
COC(=O)C1=CN(CC2CCCO2)C=C(C(=O)OC)C1c1ccc(C)cc1 (configuration not stated)	0.3	-17	-16	0.3
COc1ccc(-c2nc3ccccc3o2)cc1NC(=O)CC(C)C	-0.4	-18	4	0.1
COc1ccc(/C=C2/c3ccc(C)cc3-c3nc4ccccc4cc32)cc1OC	0.3	10	-16	-0.3
N/C(=N\OC(=O)CCC1CCCC1)c1cccnc1	0.3	-9	-12	-0.2
COc1cccc(C(=O)N2CC=C[C@H]2C(=O)NCCc2ccccc2)c1	0.4	-12	-4	-0.1
O=C1CCN(Cc2cnn(-c3ccccc3)c2)CCN1CCOc1ccccc1	1.5	-6	14	-0.1
CCOC(=O)N1CCN(CC(=O)N2c3ccccc3CC2C)CC1 (configuration not stated)	-1.1	67*	0	0.2
COc1ccc2oc(=O)c(-c3csc(/C(C#N)=C/c4ccc(F)cc4)n3)cc2c1	0.8	13	13	0.0
COc1ccc(C(=O)NC(=S)NCc2cccnc2)cc1Br	-0.4	-15	8	-0.1
CCOc1ccc(CN2CCN(CC3=Cc4cccc(OC)c4OC3)CC2CCO)cc1 (configuration not stated)	-0.2	15	13	0.2
O=C(O)Cc1ccc(/C(=N\O)c2ccccc2)s1	-0.5	1	-5	0.0
CCN(CC)c1ccc(/C=C/C(=O)c2cccnc2)cc1	-0.2	9	9	0.1
CC(=O)Nc1ccc(S(=O)(=O)Oc2ccc(/C=C3\SC(N)=NC3=O)cc2)cc1	0.9	-5	-6	0.0
CNC(=O)c1ccc(-c2cc(C)cs2)nc1N1CCOCC1	0.2	14	3	0.0
FC(F)(F)c1ccc(Cn2c3ccccc3c3nc4ccccc4nc32)cc1	1.0	-11	-1	-0.1
OC(CNc1cccc(Cl)c1)CN1c2ccccc2Sc2ccccc21 (configuration not stated)	-0.3	9	3	0.2
CN(C)S(=O)(=O)c1ccc(C(=O)Nc2n[nH]c(=S)s2)cc1	-2.5	15	-27	0.2
CC(=O)Nc1ccc(Br)cc1C(=O)C(=O)NCc1ccc(C)cc1	0.7	-1	2	-0.2
COC(=O)Cn1cnc2c(cnn2-c2ccccc2)c1=O	-1.0	0	5	0.0
CCOC(=O)c1c(NC(=O)CSc2nnc(CNC(=O)c3ccc(C)c([N+](=O)[O-])c3)n2Cc2ccccc2)sc2c1CCCC2	-1.0	-7	0	-0.1
O=C(c1nn2c(C(F)(F)F)cc(-c3ccccc3)nc2c1Br)N1CCCCCC1	1.4	23	0	0.7
O=C(COc1ccc(NC2=NS(=O)(=O)c3ccccc32)cc1)N1CCOCC1	-0.5	-15	0	0.0
CCn1c(C(NC(=O)c2ccccc2)C(C)C)n[nH]c1=S (configuration not stated)	2.7	-5	-7	-0.2
CC1CC(=O)CCN1C(=O)c1ccccc1 (configuration not stated)	-0.6	17	10	0.4
CCc1ccc(NCN2C(=O)C(=O)c3ccccc32)cc1	0.9	-1	6	0.4
COc1cccc(/C=C2\C(C)=C(C#N)c3nc(N)c(C#N)c(C)c32)c1OC	1.0	2	-16	-0.1
Cc1ccc(CCC(=O)N2CCCCC2c2nc3ccccc3[nH]2)o1 (configuration not stated)	0.0	13	2	-0.1
O=C1c2ccccc2C(=O)N1CNc1ccc2c(c1)Cc1ccccc1-2	-0.9	5	-16	-0.1
NC(=O)C1CCN(S(=O)(=O)c2cccc(Br)c2)CC1	-1.5	10	5	0.2
CCOC(=O)CC(NC(=O)c1ccc([N+](=O)[O-])c(C)c1)c1ccc(OC)cc1 (configuration not stated)	-0.2	-10	5	-0.1
COc1cccc(-n2c(SCC(=O)NCCc3ccccc3)nc3n[nH]c(C)c3c2=N)c1	0.4	21	10	0.3
O=C(Nc1ccnn1C1CCN(C(=O)c2cccc(-n3cccn3)c2)CC1)C1CC1	-0.5	3	0	-0.1
CCOc1ccccc1N1CCN(Cc2ccc([N+](=O)[O-])s2)CC1	0.9	35	-7	-0.2
OCCC1CN(Cc2cccn2-c2nccs2)CCN1Cc1ccc(F)c(F)c1 (configuration not stated)	2.5	-6	3	-0.2
COCCN(C(=S)Nc1cc(F)cc(F)c1)C(C)c1cccnc1 (configuration not stated)	-0.1	-2	-5	-0.1
COc1ccccc1N1CCN(S(C)(=O)=O)CC1	0.3	-1	3	-0.1
COc1cc(OC)cc(C(=O)Nc2cccc(-c3nc4cc(C)cc(C)c4o3)c2C)c1	-0.2	-7	1	0.0
Cc1ccc(C)c(N2CCN(S(=O)(=O)c3ccc(F)c(C(=O)Nc4cccc(Cl)c4C)c3)CC2)c1	-1.8	16	-6	0.6
COc1ccc(S(=O)(=O)n2c(SCC(=O)Nc3ccc(OC(F)(F)F)cc3)nc3ccccc32)cc1	1.3	6	-8	0.2
CCc1ccccc1NC(=O)c1sc2nc3c(c(-c4ccco4)c2c1N)CCCC3	-0.9	10	4	0.1
CCN(C(=O)CCCl)c1nc(-c2ccccc2)cs1	1.3	-3	-8	0.1
COc1ccc(C/C(C)=N/NC(=O)c2ccc(C)cc2C)cc1	4.1	2	-31	0.2
c1ccc(-c2noc(CN3CC[C@@H]4CCCC[C@H]4C3)n2)cc1	3.3	0	7	0.1
Cc1ccc(-n2nnc3c(=O)n(CC(=O)N4CCCc5ccccc54)cnc32)cc1	0.3	-7	-6	-0.1
COc1cc(/C=C2\C(=O)NC(=O)N(c3ccc(O)cc3)C2=O)cc(Cl)c1OCC(=O)O	4.2	-11	0	-0.1
CC(C)NC(=O)C(=O)Nc1nccs1	0.8	29	-2	-0.2
Nc1nc(SCC(=O)Nc2cc(F)ccc2F)n[nH]1	0.5	7	-7	-0.2
O=C(Cc1ccsc1)Nc1nc(-c2c[nH]c3ccccc23)cs1	0.3	-10	-22	-0.1
CCOC(=O)C1=C(C)NC2=C(C(=O)C(C(=O)OC)C(C)C2)C1c1cccc(Cl)c1Cl (configuration not stated)	-1.6	-3	3	0.7
Cc1cc(Nc2ccc(Oc3ccccc3)cc2)nc(Nc2ncccn2)n1	1.5	2	-3	0.0
N=c1oc2ccccc2cc1C(=O)Nc1ccccc1F	-0.1	2	-70	0.0
CC(=O)Nc1c(O)nc(SCC(=O)NC(C)c2ccccc2)[nH]c1=O (configuration not stated)	-0.3	19	7	0.0
CSc1ccc(Cl)c(C(=O)Nc2ccc(OCC(N)=O)cc2)c1	0.0	-4	-7	0.5
CCc1ccc(NC(=O)CCN2C(=O)c3cccc([N+](=O)[O-])c3C2=O)cc1	-1.3	3	4	0.1
COc1ccccc1/C=C/C(=O)N1CCCC1	0.9	-10	-4	0.1
Cc1ccc(-c2csc(Nc3c(Cl)cccc3Cl)n2)c(C)c1	-0.6	12	-11	0.0
Cc1ccc2nc(N3CCC(C(=O)NC(C)(C)CO)CC3)nc(C)c2c1	0.9	6	11	0.2
Cc1cc(=O)oc2cc(NC(=S)N3CCN(C(=O)C4CCCO4)CC3)ccc12 (configuration not stated)	0.0	5	12	0.2
CCN(Cc1ccccc1)S(=O)(=O)c1ccc(F)c(C(=O)Nc2ccc(C)c(C)c2)c1	-1.6	18	0	0.8
CCCCOCC1CC2(CC(C)(c3csc(N)n3)OC2=O)C(=O)O1 (configuration not stated)	0.4	-14	5	0.0
Cc1ccc(C)c(N2CCN(C(=O)c3ccc(CNc4nc(=S)[nH]c5ccccc45)cc3)CC2)c1	-0.4	7	-6	-0.1
CC(=O)Nc1ccc(S(=O)(=O)N2CCN(C3CCCC3)CC2)cc1	2.5	23	4	0.0

Structural class: the compounds so far with a COOH group (6)
SMILES	GPR151 ag	MITF inh	TEAD-YAP block	FBW7 activator
COc1ccccc1C1CC(c2ccc(C)cc2)=NN1C(=O)CCCC(=O)O (configuration not stated)	-1.6	5	13	0.0
O=C(O)CCCCCN1C(=O)C2C3C=CC(C3)C2C1=O (configuration not stated)	-0.8	6	2	0.4
CCN(CC)S(=O)(=O)c1cc(C(=O)Nc2cccc(C(=O)O)c2)c(Cl)cc1Cl	1.0	6	-42	1.3
Cc1cccc(N2NC(=O)/C(=C/c3ccc(-c4ccc(C(=O)O)cc4)o3)C2=O)c1	-1.6	12	1	0.0
O=C(O)Cc1ccc(/C(=N\O)c2ccccc2)s1	-0.5	1	-5	0.0
COc1cc(/C=C2\C(=O)NC(=O)N(c3ccc(O)cc3)C2=O)cc(Cl)c1OCC(=O)O	4.2	-11	0	-0.1
